GALK inh – qHTS Assay for Inhibitors of Human Galactokinase (GALK). P51570. 270,000 compounds, 0.007% hits. Purified GALK, Kinase-Glo residual ATP luminescence. Potency, µM (top dose mostly 57.5 µM), for the others: at the top dose activity change, negative = inhibition, usual class: inhibitors. AID 1868, 2009; also: potency is read from the fitted curve at half-maximal effect; % is scaled to controls: 0 for no effect and ±100 for the full control effect
Target sequence (P51570 whole entry, looked up): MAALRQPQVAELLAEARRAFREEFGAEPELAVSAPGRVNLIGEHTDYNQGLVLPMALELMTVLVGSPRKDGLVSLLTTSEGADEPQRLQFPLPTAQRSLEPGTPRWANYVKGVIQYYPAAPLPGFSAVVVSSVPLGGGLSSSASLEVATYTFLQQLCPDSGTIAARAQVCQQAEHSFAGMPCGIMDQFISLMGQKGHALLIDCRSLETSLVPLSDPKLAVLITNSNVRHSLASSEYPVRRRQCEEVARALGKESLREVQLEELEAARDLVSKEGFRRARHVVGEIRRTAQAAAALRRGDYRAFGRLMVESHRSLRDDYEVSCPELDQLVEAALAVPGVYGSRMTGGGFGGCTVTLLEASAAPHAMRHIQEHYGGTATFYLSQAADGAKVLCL
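Luminescence from leftover ATP (Ultra-Glo luciferase/luciferin) served as read-out after a 1 h room-temperature reaction of 5 nM GALK with 35 uM ATP and 100 uM galactose.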
KCNH2 3.1 block – qHTS for Inhibitors of KCHN2 3.1: Mutant qHTS. Potassium voltage-gated channel subfamily H member 2, brain isoform KCNH2 3.1 (human). U2OS KCNH2 3.1, thallium flux FluxOr; stronger effect = lower value. activity change, % (tested at about 1.8 µM). 340,000 compounds, 0.95% hits. AID 720553, 2013;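 active = maximum activity change below -70%; inconclusive = maximum activity change from -70% to -50%; inactive = maximum activity change above -50%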;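 also: thallium influx rate constant from kinetic fluorescence after stimulation buffer; % is scaled to controls: 0 for no effect and ±100 for the full control effect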
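Steps: virus added to U2OS suspension (4 h, RT, dark); medium with 10% FBS added, cells plated, 37 C overnight; FluxOr/Red40 loading buffer 45 min RT; stimulation buffer, 2 min kinetic read; rate constant normalized.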
MBNL1-CUG inh – qHTS Assay for Inhibitors of MBNL1-poly(CUG) RNA binding; Muscleblind-like protein 1 (Homo sapiens), Q9NR56; AID 2675, 2010; TR-FRET MBNL1-His/biotin-(CUG)12 binding, 665/545 ratio; 280,000 compounds, 0.036% hits; Potency, µM (highest dose often 57.5 µM), inactives show at the top dose activity change, negative = inhibition, hits mostly inhibitors; active = well fitted inhibition curve with a large enough effect in the signal ratio, with a control signal flat, not every such curve was filed as active; inconclusive = small, poorly fitted or top-dose-only effect, or effect the other way, or a change in a side signal; inactive = no such curve, though single readings can be large or run the other way; the % refers to the signal ratio; also: potency is read from the fitted curve at half-maximal effect; % is scaled to controls: 0 for no effect and ±100 for the full control effect
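Compound titration spanned 92 nM–58 uM against the MBNL1-His/biotin-(CUG)12 complex. After 60 min at room temperature with 5 nM streptavidin-XL665 and 0.055 ng/ul terbium anti-His, ratiometric 665/545 nm emission (Ex 340 nm) normalized to controls.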
MLL CXXC-DNA inh – qHTS Fluorescence Polarization Assay for Inhibitors of MLL CXXC domain - DNA interaction. Histone-lysine N-methyltransferase 2A (Homo sapiens), Q03164. MLL-CXXC / FITC-HOXA9 DNA fluorescence polarization. Potency, µM (series often up to 115 µM), for the others: at the top dose activity change, negative = inhibition, hits mostly inhibitors. 290,000 compounds, 0.037% hits; active = well fitted inhibition curve with a large enough effect in the polarisation, with a control signal flat, not every such curve was filed as active; inconclusive = small, poorly fitted or top-dose-only effect, or effect the other way, or a change in a side signal; inactive = no such curve, though single readings can be large or run the other way; the % refers to the polarisation; also: potency is read from the fitted curve at half-maximal effect
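Steps: dispense CXXC domain solution (7 uM) → pin compounds or unlabeled HOX-A9 DNA control → 5 min ambient → add FLSN-HOX-A9 solution (50 nM) → spin → 30 min ambient → fluorescence polarization. Tris pH 7.5/NaCl/DTT/BSA buffer.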
A-T KAP1 phos – qHTS Assay for Identifying a Potential Treatment of Ataxia-Telangiectasia. […] A-T fibroblasts, KAP-1 phosphorylation AlphaLISA; neocarzinostatin DNA damage 30 min before lysis. Potency, µM (highest dose often 57.5 µM), for the others: top-dose activation, hits mostly activators. 320,000 compounds, 0.19% hits; also: potency is read from the fitted curve at half-maximal effect; % of control where 0% means no effect; nearly all actives have a fitted effect of over 45% in size
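hTERT-immortalized A-T patient fibroblasts ([…]), 500 cells/well in OPTI-MEM, 1% FBS, got compounds for 60 min, then NCS for 30 min at 37C. Lysates were then assayed for phospho-KAP-1 by AlphaLISA (anti-pKAP1 donor, anti-KAP1 acceptor beads), 6 hr at 25C.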
Coupling enz – qHTS Assay for Inhibitors of Fructose-1,6-bisphosphate Aldolase from Giardia Lamblia: Coupling assay counterscreen; AID 2472, 2010; activity change, negative = inhibition, % at 58.2 µM, hits read low; 290,000 compounds, 0.67% hits; coupling enzyme system counterscreen, AmpLite Red fluorescence; in the data active = activity change below about -30%; also: % is scaled to controls: 0 for no effect and ±100 for the full control effect
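Final compound at 57.5 uM, incubated 10 min at RT with coupling enzyme reagent (glyceraldehyde-3-phosphate), then 20 min with substrate and AmpLite Red detection. Fluorescence read at 525/598 nm; tests interference with the coupling assay, not aldolase inhibition.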
ASM inhibitor – Inhibitors of Secretory Acid Sphingomyelinase (S-ASM): qHTS | Sphingomyelin phosphodiesterase (Homo sapiens), P17405 | placental ASM, HMU-PC fluorogenic substrate, 60 min | Potency, µM (highest dose often 57.5 µM), without a hit: at the top dose activity change, negative = inhibition, hits mostly inhibitors | 340,000 compounds, 0.006% hits; also: potency is read from the fitted curve at half-maximal effect
Target sequence (P17405 47-631 limits assumed): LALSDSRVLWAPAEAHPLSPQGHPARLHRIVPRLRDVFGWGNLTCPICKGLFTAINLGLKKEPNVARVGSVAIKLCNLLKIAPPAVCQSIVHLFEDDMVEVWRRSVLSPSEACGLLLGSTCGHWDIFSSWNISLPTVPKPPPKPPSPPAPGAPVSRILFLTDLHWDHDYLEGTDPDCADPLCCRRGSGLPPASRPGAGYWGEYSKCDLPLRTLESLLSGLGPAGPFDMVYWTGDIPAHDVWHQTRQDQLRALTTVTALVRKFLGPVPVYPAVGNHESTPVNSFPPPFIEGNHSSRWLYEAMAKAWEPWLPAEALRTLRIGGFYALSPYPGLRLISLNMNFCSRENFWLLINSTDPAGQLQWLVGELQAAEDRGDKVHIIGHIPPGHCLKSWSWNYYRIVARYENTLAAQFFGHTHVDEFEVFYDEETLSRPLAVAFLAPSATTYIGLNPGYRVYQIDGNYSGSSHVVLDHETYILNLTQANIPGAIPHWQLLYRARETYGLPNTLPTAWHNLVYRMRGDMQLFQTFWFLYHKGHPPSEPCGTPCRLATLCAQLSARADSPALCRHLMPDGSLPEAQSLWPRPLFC
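Human placenta-derived ASM enzyme was preincubated with compound for 10 minutes at room temperature, then given fluorogenic substrate HMU-PC0 (9 uM final) for 60 minutes at 37 °C; a pH 10 stop preceded fluorescence reading at Ex 386/Em 447 nm.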
a7 integrin act – qHTS for Activators of Integrin-Mediated Alleviation for Muscular Dystrophy | 350,000 compounds, 0.064% hits | alpha7betagal myoblasts, beta-gal FDG fluorescence, 48 h | AID 624291, 2012 | Potency, µM (titrated, usually from 38.3 µM), for inactives: at the highest dose activation, hits mostly activators;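 also: potency is read from the fitted curve at half-maximal effect; 100% = response of the positive control SU9516; nearly all actives have a fitted effect of over 60% in size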
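alpha7betagal+/- myoblasts (passage 13, 250/well) treated 48 h at 37C with compounds at 1:260 dilution of DMSO stock. Lysed, then beta-galactosidase activity read as FDG fluorescence (ex 480/em 540) after 30 min, with pre-read for autofluorescence.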
TRPV1 agonist – HTS Assay for Compounds that Act as Agonists of the Vanilloid Receptor 1 | 320,000 compounds, 0.19% hits | Transient receptor potential cation channel subfamily V member 1 (Homo sapiens), Q8NER1 | AID 540275, 2011 | TRPV1-expressing cells, Fluo-8 calcium influx, agonist mode | activation, % at 8.33 µM; in the data active = activation above about 80%; inconclusive = between about 30% and that limit; also: 0% is about no effect
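Fluo-8 calcium influx in TRPV1-expressing cells, kinetic read (ex 480/em 520 nm). Compound added and read 3 min for agonist activity, followed by capsaicin at EC20 final and 2 min further read for enhancement.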
KCNH2 WT inh – qHTS for Inhibitors of KCHN2 3.1: Wildtype qHTS. Voltage-gated inwardly rectifying potassium channel KCNH2 (Homo sapiens), Q12809. U2OS, BacMam KCNH2, thallium flux FluxOr; stronger effect = lower value. activity change, % at 1.84 µM. 340,000 compounds, 0.37% hits. AID 720551, 2013;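 active = maximum activity change below -70%; inconclusive = maximum activity change between -70% and -50%; inactive = maximum activity change above -50%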; also: % is scaled to controls: 0 for no effect and ±100 for the full control effect
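U2OS cells were transduced with wild-type KCNH2 virus (2.03 x 10^8 / mL) for 4 h at room temperature, then cultured overnight at 37 C. Thallium flux was read with FluxOr dye. Rate constants were normalized to DMSO controls.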
* = called active by the depositor; i = inactive; u = inconclusive; x = no result given; [ ] = remark or other dose. Unless noted, calls follow the shape of the dose curve; as a rule, active = well fitted curve in the direction sought with a large enough effect; inconclusive = small, poorly fitted or top-dose-only effect, or another doubt; inactive = no such curve, though single readings can be large; an effect the other way counts as inactive or inconclusive. An unsorted share of the library. Share with any hit: about 2%.

SMILES	GALK inh	KCNH2 3.1 block	MBNL1-CUG inh	MLL CXXC-DNA inh	A-T KAP1 phos	Coupling enz	ASM inhibitor	a7 integrin act	TRPV1 agonist	KCNH2 WT inh
Cc1ccc(S(=O)(=O)c2nc(Nc3ccccc3)sc2Cl)cc1	-3.7%	15.8	-2.7%	-9.5%	-1.4%	1.5	-13.8%	-22.9%	11.5	-3.8
COc1cccc(-c2noc(C3CCCN(C(=O)c4ccc(F)cc4)C3)n2)c1 (configuration not stated)	-0.4%	16.8	-2.6%	-0.7%	-5.1%	-1.2	-0.2%	11.4%	20.6	-10.1
CC(C)C(c1nnnn1Cc1ccc2c(c1)OCO2)N1CCN(c2ccccc2)CC1 (configuration not stated)	0.0%	9.9	-6.5%	-11.5%	7.1%	-0.3	-1.0%	-3.3%	4.6	11.4
Cc1ccc(NC(=O)CSc2nc(=O)n3cc(C)ccc3n2)c(C)c1	x	2.9	x	x	5.6%	x	-0.4%	-2.4%	2.2	6.5
C[C@@H](C(=O)NCCc1ccccc1F)N1C(=O)N2CCc3c([nH]c4ccccc34)[C@@]2(C)C1=O	x	-5.6	9.1%	-1.5%	-8.6%	1.6	-6.7%	-10.3%	-2.4	-3.9
COc1ccccc1NS(=O)(=O)c1ccc(NN=C2CCCCC2)c([N+](=O)[O-])c1	1.3%	10.8	u	-4.2%	-0.9%	4.0	-13.2%	-21.5%	-0.7	3.6
COC(=O)C1C/C(=N\NS(=O)(=O)c2ccc(C)cc2)c2ccsc2C1 (configuration not stated)	2.3%	-2.6	-1.6%	-1.2%	0.0%	1.5	0.0%	u	3.5	-1.9
COc1ccc(NS(=O)(=O)c2cccc(C(=O)NCCCn3ccnc3)c2)cc1	x	-2.9	x	x	-8.2%	x	-1.8%	13.4%	-1.5	-24.2
O=c1[nH]c(=O)c2cc([N+](=O)[O-])cc([N+](=O)[O-])c2[nH]1	-0.6%	-21.2	u	-6.3%	9.3%	0.9	-0.1%	0.0%	-2.8	-8.3
COCCN1C=C(C(=O)OC)C(c2ccccc2Cl)C(C(=O)OC)=C1	5.4%	-0.6	12.5%	-5.2%	u	-1.5	i	8.91µM*	12.2	-10.3
O=C(CCCNS(=O)(=O)c1cccc2nsnc12)N1CCCCC1	3.8%	-2.7	u	6.5%	4.8%	2.0	1.5%	25.0%	-6.1	0.9
CCOC(=O)c1c(C)[nH]c(C(=O)COC(=O)CNC(=O)c2ccc(Br)cc2)c1C	0.8%	-12.0	-4.0%	-2.6%	-0.9%	6.0	-7.6%	-0.8%	5.0	-2.4
CCOC(=O)N/C(N)=N/c1nc2ccccc2s1	-5.8%	x	-0.1%	-1.9%	1.3%	1.5	2.4%	16.8%	10.4	-13.7
O=C(c1ccc(NS(=O)(=O)c2ccccc2)cc1)N1CCN(Cc2ccc3c(c2)OCO3)CC1	2.4%	-14.9	5.3%	-1.8%	2.1%	-0.3	1.2%	-28.2%	0.4	-17.9
CC(OC(=O)C1CCC(=O)N1)C(=O)Nc1cc(Cl)cc(Cl)c1 (configuration not stated)	-0.7%	4.3	-19.2%	6.2%	x	0.8	9.7%	-13.4%	-4.5	-2.8
N#Cc1cc2c(nc1SCC(=O)NCc1ccc3c(c1)OCO3)CCCCC2	-0.8%	21.4	4.0%	2.1%	0.0%	3.1	-4.4%	u	9.8	11.4
Cn1c(N)c(C(=O)CSc2nc(N)cc(=O)[nH]2)c(=O)n(C)c1=O	0.3%	-3.6	-4.0%	-2.8%	-2.7%	5.3	3.7%	2.7%	0.2	6.7
NC(=O)CC(NC(=O)c1ccc(Br)cc1)c1ccc(NCc2ccc(F)c(F)c2)c([N+](=O)[O-])c1 (configuration not stated)	-4.0%	-49.1	11.8%	21.3%	-4.5%	2.6	-17.7%	0.0%	5.6	2.9
O=C(O)c1nn(CC(=O)N2CCC(Cc3ccccc3)CC2)c(=O)c2ccccc12	0.0%	7.5	-0.4%	2.1%	9.1%	2.4	-2.1%	-1.3%	-1.0	20.4
COc1ccc(CCN(C)C2CCCN(C(=O)CCC(F)(F)F)C2)cc1OC (configuration not stated)	-4.3%	-1.4	-3.3%	0.5%	3.6%	1.3	0.6%	-35.9%	-1.4	4.1
Cc1c(NCc2ccccc2O)c(=O)n(-c2ccccc2)n1C	0.7%	6.2	-10.1%	4.4%	12.2%	4.4	1.5%	12.0%	4.3	3.1
COc1ccc(/C=C/C(=O)NCCC(=O)N2CCCN(C)CC2)cc1	4.4%	3.2	6.9%	0.1%	8.4%	-1.9	2.4%	9.4%	-1.3	-5.5
COc1ccc(CNC(=O)CSc2nnc3c(n2)[nH]c2ccc(C)cc23)cc1	-1.0%	-14.7	-2.0%	25.5%	-3.0%	-1.2	0.2%	0.0%	-0.6	-28.7
CC1(C)CC(NC(=O)C2CCC(=O)N(Cc3ccccc3F)C2)CC(C)(C)C1 (configuration not stated)	-5.3%	-4.1	-1.1%	-10.6%	0.0%	-5.1	-2.5%	-4.9%	1.1	-3.0
Cc1nnc2c3ccccc3c(-c3cccc4ccccc34)nn12	1.5%	12.5	-1.3%	-1.4%	2.4%	-0.6	2.9%	11.4%	1.9	-0.1
Oc1cc2ccccc2cc1-c1n[nH]c(=S)o1	3.4%	-8.8	5.7%	-5.0%	-4.8%	6.1	68.9%[activator]	-15.8%	-1.1	-0.8
Cc1cccc(NC(=S)NCCc2c[nH]c3ccccc23)c1	0.7%	-47.9	x	6.5%	1.5%	-9.1	1.9%	-3.4%	16.9	4.7
O=C(CCNC(=O)C1CCN(S(=O)(=O)c2ccccc2)CC1)NCc1ccc(Cl)cc1Cl	-1.9%	-12.3	-1.2%	4.6%	24.9%	x	5.1%	-10.4%	1.8	28.1
Cc1cc(CN2CCC(n3nccc3NC(=O)c3ccccc3Cl)CC2)cc(C)c1O	-1.0%	-77.0*	-0.8%	4.3%	7.5%	x	0.0%	-21.9%	-4.6	-1.0
Cc1nc(-c2ccccc2)nc(-c2ccccc2)n1	x	16.8	x	x	23.9%	x	-9.0%	19.0%	3.4	-1.2
CCOC(=O)C1=C(N)OC2=C(C(=O)CC(C)(C)C2)C1c1ccccc1OC (configuration not stated)	2.3%	28.5	2.9%	10.9%	1.3%	1.1	0.0%	23.1%	0.8	1.7
O=[N+]([O-])c1cccc(/C=N/Nc2nc(C(Cl)(Cl)Cl)nc3ccccc23)c1	0.2%	3.2	x	-4.2%	-5.0%	-3.1	0.8%	36.8%	22.1	-14.3
CCOC(=O)/C(C#N)=N/Nc1ccccc1C(=O)O	9.8%	-1.3	u	0.0%	-6.3%	5.6	-0.9%	12.0%	1.1	-18.6
Cc1[nH]c2ccc(C(=O)NCCCN3CCCCC3)cc2c1C	0.7%	7.1	-2.1%	46.9%[activator]	-0.2%	x	6.3%	4.3%	-0.7	22.2
Cc1cc(C)n(/N=C/c2cc(Cl)cc(Cl)c2O)c(=O)c1	-1.4%	0.5	3.7%	7.2%	0.8%	-0.5	15.3%	0.0%	2.7	0.4
O=C(NCC(c1ccco1)N1CCN(c2ccc(F)cc2)CC1)C1CCCCC1 (configuration not stated)	x	-0.5	x	x	-14.1%	x	x	9.9%	19.8	-0.9
COc1ccc(NC(=O)CNC(=O)c2ccc([N+](=O)[O-])cc2)cc1	3.7%	13.8	u	-21.0%	1.5%	2.7	0.0%	5.7%	-4.6	0.2
CN(C(=O)c1cccc(NC(=O)Cc2ccc(NC(=O)C3CCN(C(=O)C4CCCC4)CC3)cc2)c1)C1CCCCC1	x	-1.9	x	x	x	x	0.6%	-16.6%	x	-0.3
C=Cc1ccc(Cn2nc(-c3ccccc3)ccc2=O)cc1	1.1%	-1.2	-0.9%	-2.0%	-3.9%	0.3	-9.9%	14.5%	u	-14.8

Screens as filed in PubChem BioAssay.
